Screening results (PubChem)
RPL19A-GFP yeast: alters RPL19A-GFP fluorescence in TOR pathway yeast screen | AID 2025 | 330,000 compounds, 0.3% hits | S. cerevisiae RPL19A-GFP strain, flow cytometry, 3 h; active compounds read low | percent response vs DMSO, % at 10 µM;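 active means percent response vs DMSO below 50%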;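 further: median channel GFP fluorescence of the barcoded RPL19A-GFP strain; ratio of sample median GFP to plate DMSO average so 100% = DMSO; lower means less RPL19A-GFP as with rapamycin TOR inhibition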
LAP4-GFP MLPCN: yeast TOR pathway LAP4-GFP modulation | 320,000 compounds, 0.34% hits | AID 2023 | GFP response vs DMSO, % at 10 µM | S. cerevisiae LAP4-GFP multiplex, flow cytometry GFP, 3 h; median GFP as percent of DMSO wells;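 active means GFP response vs DMSO above a set limit, about the screen mean plus 3 SD, cut at about 150% in these data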
AGP1-GFP MLPCN: yeast TOR pathway AGP1-GFP modulation; 320,000 compounds, 0.02% hits; S. cerevisiae AGP1-GFP multiplex flow cytometry, 3 h; GFP as percent of DMSO wells; GFP response vs DMSO, % at 10 µM;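 active means GFP response relative to DMSO above a set limit, near screen average plus 3 SD, cut at about 150% in these data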;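 further: median GFP channel fluorescence of the gated AGP1 strain per well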
MEP2 TOR yeast: alters MEP2-GFP fluorescence in TOR pathway yeast screen. S. cerevisiae MEP2-GFP strain, flow cytometry GFP, 3 h; 100% = DMSO control level. GFP response vs DMSO, % at 10 µM. AID 2016. 330,000 compounds, 0.51% hits;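 active means GFP response versus DMSO above a set limit, roughly screen mean plus 3 SD, cut at about 180% in these data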;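 further: median GFP fluorescence of the barcode-gated MEP2-GFP cells per well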
JMJD2C inh: inhibitors of human GASC-1 (JMJD2C) demethylase. Q9H3R0. GST-JMJD2C(1-420) H3K9me3 demethylation, DELFIA europium. inhibition, % at 2.35 µM. 330,000 compounds, 0.069% hits;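 active means more than half of a compound's replicate wells show inhibition beyond 50%, single wells judged on their own value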;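 further: signal counts dimethyl H3K9 product captured on neutravidin plate; 0% = median of DMSO wells and 100% = 0.3 times that DMSO median; strong numbers were not always called active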
GRK2 aptamer HTS: human GRK2 inhibition via aptamer displacement | P25098 | bead flow cytometry, FAM-aptamer displacement from GRK2 | inhibition of aptamer binding, % at 10 µM | 330,000 compounds, 0.59% hits;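 active means inhibition of aptamer binding above 40%, roughly 3 SD of noise, on plates passing a quality check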;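 further: median bead fluorescence of bound FAM aptamer so fluorescent compounds give negative values; no value below 0 was filed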
Target sequence (P25098 whole entry, looked up): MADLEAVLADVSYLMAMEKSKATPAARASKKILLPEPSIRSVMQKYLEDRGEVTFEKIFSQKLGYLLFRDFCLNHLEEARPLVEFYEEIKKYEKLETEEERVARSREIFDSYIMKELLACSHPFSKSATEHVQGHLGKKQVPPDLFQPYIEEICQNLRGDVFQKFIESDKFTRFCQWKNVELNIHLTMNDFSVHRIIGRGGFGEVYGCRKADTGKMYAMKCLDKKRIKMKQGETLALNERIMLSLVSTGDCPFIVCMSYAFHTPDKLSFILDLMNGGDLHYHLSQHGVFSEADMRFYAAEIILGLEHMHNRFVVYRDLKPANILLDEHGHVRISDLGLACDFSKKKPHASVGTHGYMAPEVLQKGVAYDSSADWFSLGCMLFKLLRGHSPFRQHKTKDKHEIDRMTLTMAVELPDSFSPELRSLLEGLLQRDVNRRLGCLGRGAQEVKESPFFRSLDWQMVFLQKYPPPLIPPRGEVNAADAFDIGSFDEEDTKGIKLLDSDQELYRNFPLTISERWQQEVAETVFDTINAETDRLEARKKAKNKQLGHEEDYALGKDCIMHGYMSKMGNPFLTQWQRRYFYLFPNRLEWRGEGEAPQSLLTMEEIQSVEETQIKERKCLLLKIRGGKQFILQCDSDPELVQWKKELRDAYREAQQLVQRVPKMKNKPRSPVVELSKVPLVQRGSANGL
CIT2 TOR yeast: yeast TOR pathway CIT2-GFP modulation. S. cerevisiae CIT2-GFP strain, flow cytometry, 3 h; 100 means same as DMSO wells. GFP response vs DMSO, % at 10 µM. 320,000 compounds, 0.065% hits;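 active means GFP response relative to DMSO above a set limit, near the screen mean plus 3 SD, cut at about 150% in these data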;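 further: ratio of well median GFP fluorescence to mean of DMSO wells on the plate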
VLA-4 inh: inhibition in a human VLA-4 binding assay; P13612; VLA-4 expressing cells, ligand binding flow cytometry; inhibition, % (about 7 µM as worked out from the volumes in the protocol); 330,000 compounds, 0.2% hits; in the data active means inhibition above about 50%
An asterisk follows results filed as active; · = no result given. Not a hit list; overall some 1.7% were active at least once.

Sample of the layout (5 entries):
# | Compound | GRK2 aptamer HTS | RPL19A-GFP yeast | AGP1-GFP MLPCN | MEP2 TOR yeast | JMJD2C inh | CIT2 TOR yeast | LAP4-GFP MLPCN | VLA-4 inh
1 | Clc1ccc(-c2nnc(-c3ccccc3)nc2N2CCSCC2)cc1 | 0.0 | 87.8 | 84.7 | 83.3 | 2.5 | 91.8 | 84.4 | 0.9
2 | COc1ccc(N(C)S(=O)(=O)c2cccc(C(=O)N(C)Cc3ccc(C)o3)c2)cc1 | 0.0 | 94.3 | 98.1 | 95.0 | -4.8 | 95.5 | 97.7 | -1.4
3 | CNCCCc1[nH]nc(N)c1C#N | 3.0 | 98.5 | 93.4 | 100.8 | -3.5 | 93.5 | 89.5 | -2.1
4 | COc1cc(OC)c(C(=O)Oc2ccc3c(c2)OCO3)cc1OC | 0.0 | 96.2 | 91.6 | 97.1 | -1.9 | 97.8 | 97.5 | -11.0
5 | CN1CCN(c2ccc(S(=O)(=O)N3CCCCC3)cc2[N+](=O)[O-])CC1 | 1.0 | 98.4 | 100.1 | 98.2 | -5.9 | 95.4 | 102.0 | 3.4

Main list, from the first entry:
# | Compound | GRK2 aptamer HTS | RPL19A-GFP yeast | AGP1-GFP MLPCN | MEP2 TOR yeast | JMJD2C inh | CIT2 TOR yeast | LAP4-GFP MLPCN | VLA-4 inh
1 | Clc1ccc(-c2nnc(-c3ccccc3)nc2N2CCSCC2)cc1 | 0.0 | 87.8 | 84.7 | 83.3 | 2.5 | 91.8 | 84.4 | 0.9
2 | COc1ccc(N(C)S(=O)(=O)c2cccc(C(=O)N(C)Cc3ccc(C)o3)c2)cc1 | 0.0 | 94.3 | 98.1 | 95.0 | -4.8 | 95.5 | 97.7 | -1.4
3 | CNCCCc1[nH]nc(N)c1C#N | 3.0 | 98.5 | 93.4 | 100.8 | -3.5 | 93.5 | 89.5 | -2.1
4 | COc1cc(OC)c(C(=O)Oc2ccc3c(c2)OCO3)cc1OC | 0.0 | 96.2 | 91.6 | 97.1 | -1.9 | 97.8 | 97.5 | -11.0
5 | CN1CCN(c2ccc(S(=O)(=O)N3CCCCC3)cc2[N+](=O)[O-])CC1 | 1.0 | 98.4 | 100.1 | 98.2 | -5.9 | 95.4 | 102.0 | 3.4
6 | Cn1ccsc1=NC(=O)c1ccc(OC(F)(F)F)cc1 | 0.0 | 102.6 | 99.1 | 112.4 | -4.1 | 101.6 | 106.5 | 11.9
7 | Cc1ccc(S(=O)(=O)NCCC(=O)NC(C)c2ccccc2)cc1 (stereo not drawn) | 2.0 | 104.3 | 112.0 | 105.7 | -19.6 | 100.7 | 109.6 | 14.5
8 | CCn1cc(C(=O)NC2CCCCC2C)c(=O)c2ccc(C)nc21 (stereo not drawn) | 0.0 | 99.8 | 104.7 | 106.7 | 4.3 | 101.9 | 97.3 | -51.3
9 | C=CCNC(=O)NC(=O)c1csc([N+](=O)[O-])c1 | 0.0 | 94.9 | 102.6 | 98.0 | -3.0 | 94.0 | 107.7 | 14.9
10 | COc1ccc(C(=O)NC(=S)Nc2nc(C)c(C(=O)N(C)C)s2)cc1 | 0.0 | 105.9 | · | 108.6 | 3.6 | 113.8 | 109.4 | -11.7
11 | O=c1c2ccccc2nc(/C=C/c2cccnc2)n1CCc1ccccc1 | 0.0 | 101.8 | 95.1 | 102.7 | -6.6 | 89.8 | 91.0 | -7.9
12 | CCCCNC(=O)c1cc2c(=O)n3cccc(C)c3nc2s1 | 1.0 | 107.5 | 104.5 | 104.2 | -6.6 | 101.1 | 112.8 | 0.3
13 | Clc1ccc(CSc2snnc2-c2ccccc2)cc1 | 0.0 | 99.0 | 97.5 | 102.3 | -1.1 | 108.8 | 88.2 | -7.9
14 | COc1cccc(N2CCN(CC(=O)NC3=Nc4ccccc4N=C(C)C3c3ccccc3)CC2)c1 (stereo not drawn) | 1.0 | 101.8 | 102.6 | 96.8 | -2.1 | 100.6 | 107.6 | 1.0
15 | Cc1ccc(NC(=O)Nc2cc(C)on2)cc1 | 0.0 | 98.5 | 95.5 | 98.3 | -30.9 | 87.7 | 111.6 | -7.4
16 | O=C(NCc1ccco1)c1ccc(Cn2c(=S)[nH]c3ccccc3c2=O)cc1 | 3.0 | 102.8 | 108.0 | 108.4 | 6.3 | 102.3 | 94.8 | 13.4
17 | CC[N+]1(CC)CC2=Cc3c(ccc4ccccc34)CC2C1 (stereo not drawn) | 1.0 | 106.5 | 113.9 | 104.9 | 1.0 | 102.7 | 99.3 | 11.2
18 | COc1ccc2nnc(-c3ccccc3)n2n1 | 0.0 | 101.7 | 93.9 | 103.7 | 5.1 | 107.9 | 87.5 | 29.2
19 | Cn1c(=O)cc(OCC(=O)N2CCC(N3CCCCC3)CC2)c2ccccc21 | 0.0 | 97.0 | 95.8 | 94.8 | -13.6 | 94.8 | 107.4 | 3.9
20 | C=CCc1cc(Cl)ccc1OCCn1ccnc1 | 0.0 | 97.9 | 95.7 | 101.9 | -16.7 | 105.2 | 86.1 | -10.1
21 | Cc1ccc(NS(=O)(=O)c2c(C)nc3sccn3c2=O)c(C)c1 | 0.0 | 98.4 | 105.0 | 98.2 | 165.7 | 97.8 | 104.9 | 17.3
22 | O=C(C#Cc1ccccc1)Nc1cccc(F)c1 | 0.0 | 104.2 | 90.6 | 101.4 | -1.4 | 93.8 | 102.8 | 18.9
23 | COc1ccc(OC)c(-n2nnnc2SCC(=O)Nc2ccc3c(c2)OCCO3)c1 | 0.0 | 95.0 | 100.7 | 101.7 | · | 94.8 | 91.8 | 15.4
24 | Clc1ccc(-c2nc(NCCN3CCOCC3)c3ccccc3n2)cc1 | 3.0 | 94.4 | 93.8 | 98.4 | -22.2 | 95.3 | 89.8 | 6.0
25 | CC(=O)c1ccc(N2CCN(C(=O)Nc3ccc(C(C)C)cc3)CC2)cc1 | 2.0 | 97.0 | 97.4 | 100.1 | 9.5 | 85.7 | 106.1 | 1.5
26 | COc1ccc(NC(=O)C2CCN(Cc3cnn(-c4ccccc4)c3-n3cccc3)CC2)cc1OC | 1.0 | 95.7 | 102.0 | 103.2 | -5.2 | 98.2 | 93.2 | 16.3
27 | COC(=O)C(Cc1ccccc1)NC(=O)CC(C)CC(=O)Nc1ccc(C)cc1 (stereo not drawn) | 46.0* | 105.7 | 100.0 | 98.3 | -3.9 | 112.9 | 77.3 | 9.7
28 | CC(=O)N1CCCc2cc(S(=O)(=O)NC(C(=O)NC3CCCCC3)C(C)C)ccc21 (stereo not drawn) | 0.0 | 102.6 | 105.0 | 100.9 | 0.8 | 100.9 | 95.4 | 4.9
29 | O=C(c1ccc(NS(=O)(=O)c2cccc(C(F)(F)F)c2)cc1)N1CCCC1 | 1.0 | 108.0 | 90.7 | 94.7 | -1.8 | 103.8 | 68.9 | 1.6
30 | Cn1c(SCC(=O)NNC(=O)c2ccccc2)nnc1C(F)(F)F | 0.0 | 96.8 | 97.5 | 100.7 | 1.7 | 99.2 | 101.1 | 8.0
31 | Nc1ccc(C(=O)OCC(=O)N2CCN(C(=O)c3ccco3)CC2)cc1[N+](=O)[O-] | 7.0 | 99.1 | 94.6 | 115.4 | 4.4 | 96.8 | 103.3 | -1.5

Quoted from the listing:
COc1ccc(N(C)S(=O)(=O)c2cccc(C(=O)N(C)Cc3ccc(C)o3)c2)cc1 in AGP1-GFP MLPCN = 98.1
CN1CCN(c2ccc(S(=O)(=O)N3CCCCC3)cc2[N+](=O)[O-])CC1 in MEP2 TOR yeast = 98.2
CNCCCc1[nH]nc(N)c1C#N in GRK2 aptamer HTS = 3.0
CC[N+]1(CC)CC2=Cc3c(ccc4ccccc34)CC2C1 (stereo not drawn) in LAP4-GFP MLPCN = 99.3
COc1cc(OC)c(C(=O)Oc2ccc3c(c2)OCO3)cc1OC in LAP4-GFP MLPCN = 97.5
COC(=O)C(Cc1ccccc1)NC(=O)CC(C)CC(=O)Nc1ccc(C)cc1 (stereo not drawn) in LAP4-GFP MLPCN = 77.3
CC(=O)N1CCCc2cc(S(=O)(=O)NC(C(=O)NC3CCCCC3)C(C)C)ccc21 (stereo not drawn) in CIT2 TOR yeast = 100.9
